CHO-K1 Ca ag: M1 agonist counterscreen hit in parental CHO-K1 cells | Fluo-8 calcium fluorescence; scaled to maximal ATP response, vehicle zero | activation, % at 3 µM | 360,000 compounds, 0.48% hits | AID 602248; in the data active = activation above about 15%;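 note: untransfected CHO-K1 host cells lacking M1 receptor as counterscreen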
M1 PAM parental: nonselective activator or artifact in parental CHO-K1 calcium assay; ATP EC20, Fluo-8 calcium fluorescence; 0% at ATP EC20, 100% at ATP max; activation, % at 3 µM; 360,000 compounds, 0.02% hits; AID 602247;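 active = activation above the run cutoff, the mean activation of all test compounds plus 3 SD, cut at about 40% in these data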;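 note: peak over basal fluorescence ratio in a 140 s read after ATP addition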
V1aR counter: counter-screen for oxytocin receptor agonists: human V1a receptor agonists; P37288; CHO-V1R cells, Fluo-8 calcium fluorescence, agonist mode; 0% DMSO, 100% 3 nM vasopressin; activation, % at 3 µM; 320,000 compounds, 0.25% hits;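 active = activation above the mean activation of all tested compounds plus 3 SD, per screening run, cut at about 20% in these data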;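 note: signal is peak over basal fluorescence ratio across a 100 second FLIPR read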
CHO parental Ca: signal in parental CHO cells, OX1R antagonist counter-screen. parental CHO-K1, ATP-induced calcium, Fluo-8 fluorescence. inhibition, % at 5.6 µM. 330,000 compounds, 0.63% hits. AID 463079;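 active = inhibition above that plate's mean sample inhibition plus 3 SD, cut at about 26% in these data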;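 note: 0% = ATP-challenged DMSO wells and 100% = DMSO wells without ATP; some compounds past the cut are filed as inactive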
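Assay system – parental CHO cells · Reagent – ATP stimulus · Detection – intracellular calcium via Fluo-8 no-wash fluorescent dye · Evaluation – percent inhibition of ATP-evoked calcium rise, normalized to controls · Controls – ATP wells versus no-ATP DMSO wells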
TAAR1 agonist: human TAAR1 agonism. CHO RD-HGA16 TAAR1, Fluo-8 calcium fluorescence; vehicle wells 0%, saturating PEA agonist 100%. 360,000 compounds, 0.99% hits. activation, % at 3 µM;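 active = activation above the mean activation of all test compounds in the run plus 3 SD, cut at about 38% in these data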
Target sequence (Q96RJ0 whole entry, looked up): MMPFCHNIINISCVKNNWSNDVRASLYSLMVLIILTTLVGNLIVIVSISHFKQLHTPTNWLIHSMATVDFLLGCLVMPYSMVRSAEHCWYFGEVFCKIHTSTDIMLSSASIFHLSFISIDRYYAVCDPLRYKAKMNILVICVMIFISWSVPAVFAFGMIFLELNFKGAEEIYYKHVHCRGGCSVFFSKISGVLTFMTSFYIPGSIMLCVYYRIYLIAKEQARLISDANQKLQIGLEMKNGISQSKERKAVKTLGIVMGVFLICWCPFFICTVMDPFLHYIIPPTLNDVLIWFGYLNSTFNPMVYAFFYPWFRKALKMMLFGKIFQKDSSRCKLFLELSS
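Benchmarks: low control DMSO, high control PEA (EC100); System: CHO RD-HGA16 cells carrying human TAAR1 plus Gα16; Detection: Fluo-8 fluorescence, 5 s baseline then 140 s kinetic read; Schedule: 17-24 h plating, Fluo-8 75 min 37 °C, 30 min RT; Read-out basis: % activation from peak over basal fluorescence ratio, DMSO-to-PEA scaled.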
OXTR potentiator: potentiators of human oxytocin receptor. 320,000 compounds, 0.061% hits. CHO-OTR cells, Fluo-8 calcium fluorescence, potentiator mode; 0% = oxytocin EC15, 100% = EC100. activation, % at 3 µM;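 active = activation above that plate's cutoff, the mean activation of tested compounds plus 3 SD, cut at about 6.6% in these data, passing the limit was not always enough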;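 note: 100% uses oxytocin at 75 nM as the full agonist control; some results filed as inactive read as strong as hits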
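Assay system: CHO-OTR cells, human receptor / Also added: oxytocin at about EC15, sub-maximal agonist stimulus / Dosing: single dose, 3.0 µM nominal final compound concentration / Incubation: 6 min pre-incubation, 100 s read / Technique: Fluo-8 calcium dye fluorescence / Read-out: % activation vs EC15 and EC100 oxytocin / Benchmarks: EC15 oxytocin low, 75 nM oxytocin high / Replicates: singlicate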
TAAR1 antagonist: human TAAR1 antagonism. Q96RJ0. CHO RD-HGA16 TAAR1, Fluo-8 calcium fluorescence, antagonist. inhibition, % at 3 µM. 360,000 compounds, 1.5% hits. AID 624466;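 active = inhibition above a per-plate cutoff, the mean inhibition of test compounds on that plate plus 3 SD, cut at about 49% in these data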;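 note: 0% = DMSO plus EC80 beta-PEA response and 100% = DMSO alone without agonist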
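test system = CHO RD-HGA16 cells bearing hTAAR1 | replication = singlicate | controls = DMSO-only wells and EC80 β-PEA-stimulated wells | reagent = EC80 β-phenethylamine stimulus | read-out basis = percent inhibition of PEA-evoked calcium signal, max/basal emission ratio | schedule = seeding 17-24 h prior, 75-min 37 °C, 30-min RT dye loading | signal = kinetic Fluo-8 calcium fluorescence measurement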
CHO-K1 Ca antag: M1 antagonist counterscreen hit in parental CHO-K1 cells; 360,000 compounds, 0.6% hits; ATP-induced calcium, Fluo-8 fluorescence; inhibition, % at 3 µM;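 active = inhibition above a per-plate cutoff, the plate's mean sample inhibition plus 3 SD, cut at about 24% in these data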;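 note: 0% = DMSO plus EC80 ATP and 100% = DMSO alone without ATP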
M1 ag: activates human CHRM1 receptor; 360,000 compounds, 0.33% hits; CHO-K1 hM1, Fluo-8 calcium fluorescence, agonist mode; 0% DMSO, 100% acetylcholine EC100; activation, % at 3 µM;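 active = activation above the run's mean compound activation plus 3 SD, cut at about 16% in these data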;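 note: peak over basal fluorescence ratio within a 140 s kinetic read after compound addition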
Target sequence (P11229 whole entry, looked up): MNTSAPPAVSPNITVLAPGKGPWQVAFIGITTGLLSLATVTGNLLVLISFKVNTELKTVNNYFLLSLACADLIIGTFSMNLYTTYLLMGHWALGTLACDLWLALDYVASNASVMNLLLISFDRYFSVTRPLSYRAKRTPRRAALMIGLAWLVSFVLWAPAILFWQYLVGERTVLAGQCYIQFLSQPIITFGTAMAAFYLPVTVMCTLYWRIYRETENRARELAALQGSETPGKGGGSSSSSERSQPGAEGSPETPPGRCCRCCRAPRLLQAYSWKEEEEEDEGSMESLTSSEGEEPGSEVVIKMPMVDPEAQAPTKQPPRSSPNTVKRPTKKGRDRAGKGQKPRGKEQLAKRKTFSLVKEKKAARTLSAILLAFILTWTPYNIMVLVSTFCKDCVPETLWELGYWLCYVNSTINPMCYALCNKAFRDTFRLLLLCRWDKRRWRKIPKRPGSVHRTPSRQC
Starred values were filed as active, the others as inactive; . = not tested or not shown.

SMILES | CHO-K1 Ca ag | M1 PAM parental | V1aR counter | CHO parental Ca | TAAR1 agonist | OXTR potentiator | TAAR1 antagonist | CHO-K1 Ca antag | M1 ag
CCOc1ccc(CC(=O)NCCc2cnc[nH]2)cc1 | 1.0 | -7 | 0.4 | 8 | -1 | -11 | 3 | -11 | -6
Cn1cnnc1SCC(=O)NC1CCCCC1 | -0.2 | -9 | 0.8 | 0 | 0 | 0 | -28 | 3 | -2
Cc1cccc(Cn2c(NCC(C)O)nc3c2c(=O)n(C)c(=O)n3C)c1 (configuration not stated) | 0.3 | -1 | 0.2 | 6 | 2 | -11 | 2 | -8 | -2
CN1CCN(CCCNc2nc3ccccc3c3nc(-c4ccccc4)nn23)CC1 | 1.4 | -4 | . | . | 3 | . | 20 | 3 | -5
Cc1cccc(NCc2nc3ccccc3n2Cc2ccccc2)c1 | 7.2 | 19 | -1.1 | -32 | 16 | -19 | 20 | -5 | -6
Nc1c(N(CCC2=CCCCC2)C(=O)COc2ccc([N+](=O)[O-])cc2)c(=O)[nH]c(=O)n1Cc1ccccc1 | 0.7 | 10 | . | . | 16 | . | -14 | -12 | -2
O=c1[nH]c(C2CCCN(S(=O)(=O)c3ccccc3F)C2)nc2c1nnn2Cc1ccccc1Cl (configuration not stated) | -0.4 | 13 | 0.3 | -23 | 5 | -6 | -6 | -9 | -4
CCN(c1ccccc1)S(=O)(=O)c1cc(C(=O)Nc2ccc(Br)cc2)ccc1F | 7.2 | 2 | 8.2 | 15 | 6 | -16 | 40 | 19 | -5
CCOC(=O)CN1C(=O)C(=O)N(Cc2c(F)cccc2Cl)C1=O | 0.3 | 2 | -0.3 | 3 | 5 | -7 | 0 | -7 | -1
COCC(C)n1c(C)cc(C(=O)CSc2nc(C)c(C)c(C)n2)c1C (configuration not stated) | 1.9 | 12 | -0.3 | -12 | -1 | -1 | -5 | -5 | -2
COc1ccc(N/N=C(/Oc2ccc([N+](=O)[O-])cc2)C(C)=O)cc1 | 0.1 | 24 | -0.9 | -6 | 18 | -10 | -20 | -20 | -2
CO/N=C/NC(=O)c1ccc([N+](=O)[O-])c(CS(=O)(=O)c2ccc(Cl)cc2)c1 | -0.3 | 7 | 0.6 | -4 | 5 | -15 | 1 | -2 | -1
Cc1ccc(C)c(N(CC(=O)NCc2ccco2)C(=O)CCC(=O)Nc2nccs2)c1 | 2.0 | 14 | 0.6 | -12 | 1 | -7 | -14 | -20 | -2
Cc1ccc(CC(=S)N2CCOCC2)cc1 | -0.3 | 1 | -0.7 | 6 | 7 | -12 | -5 | 2 | -7
CCCCOc1ccc(S(=O)(=O)NC(=O)C2(C)CCN2C(=O)Cc2ccccc2Cl)cc1 (configuration not stated) | 0.1 | 11 | . | . | 1 | . | -27 | -3 | -4
COc1cccc(C2=NOC(C(=O)N3CCN(c4ccccc4)CC3)C2)c1OC (configuration not stated) | 0.8 | -6 | -0.6 | -15 | 0 | 0 | -13 | 1 | -1
COCc1ccc(CN2CCC(C(=O)Nc3cccc(-c4cccc(Cl)c4)c3)CC2)o1 | 5.6 | -2 | 28* | 61* | 18 | -16 | 21 | 8 | -4
CC(SCc1ccccc1)C(=O)N/N=C/c1cc2c(cc1Br)OCO2 (configuration not stated) | 3.8 | -2 | 1.1 | -6 | 10 | -12 | 36 | 7 | -1
COC(=O)c1ccc(-n2c(C)cc(C(=O)COC(=O)CNS(=O)(=O)c3ccc(C)cc3)c2C)cc1 | 6.4 | -5 | 8.5 | -1 | 5 | -9 | 33 | 6 | -7
CN=C1S/C(=C\c2cccc(Cl)c2Cl)C(=O)N1C | . | . | -0.6 | -25 | 0 | -5 | -7 | . | .
C[C@H](CO)N1C[C@H](C)[C@@H](CN(C)C(=O)C2CCCCC2)OCc2cnnn2CCCC1=O | 0.2 | 14 | . | . | 0 | . | -28 | -17 | -4
O=C(CNS(=O)(=O)c1cccs1)NCc1ccc(F)cc1 | -0.4 | 1 | -0.1 | -6 | 5 | -8 | 0 | 0 | -11
Cc1ccc(CN2[C@@H](CC(C)C)COCCS2(=O)=O)cc1 | -0.4 | 5 | -0.2 | -7 | 26 | 4 | 3 | -4 | -9
COc1ccc(NS(=O)(=O)c2cccc(-c3n[nH]c(=S)n3Cc3ccccc3)c2)cc1 | 4.2 | 21 | 4.6 | -8 | 7 | -3 | 11 | -14 | 5
CCOCCCNC(=O)c1ccc(C2SCC(=O)N2Cc2ccccc2)cc1 (configuration not stated) | 2.9 | 19 | 3.1 | -12 | 1 | -3 | -5 | -3 | -9
Cc1ccc(NC(=O)c2cc(=O)[nH]c3ccc(S(=O)(=O)N4CCOCC4)cc23)cc1 | 0.2 | 1 | 0.9 | -8 | 2 | 10 | -7 | -2 | -2
C/C=C/c1ccc(OCCCCN2CCN(CC)CC2)c(OC)c1 | 0.2 | 11 | 0.3 | -12 | 1 | -7 | -1 | -16 | -15
CC1CCc2c(nc3nc[nH]n3c2=O)C1 (configuration not stated) | 0.3 | 3 | 1.4 | -6 | 2 | -7 | -11 | -9 | -1
CN(C)C(CNC(=O)c1cccc(S(=O)(=O)NCc2ccccc2)c1)c1ccco1 (configuration not stated) | 1.2 | 11 | -0.5 | -21 | -2 | -15 | -8 | 2 | -7
CC(CCCN(C)C)C(Cc1ccccc1)c1ccccc1 (configuration not stated) | 4.6 | 24 | 3.8 | 5 | 13 | -9 | -14 | -12 | -7
CC1=C(C(=O)N2CCOCC2)C(c2cccs2)NC(=O)N1 (configuration not stated) | 0.2 | -2 | 1.0 | -5 | 9 | -6 | 2 | -3 | -3
CNC(=S)NNC(=O)c1sccc1OCc1cccc(C(F)(F)F)c1 | 0.6 | -5 | 17 | -12 | 5 | -18 | -4 | 8 | -2
O=c1[nH]c2cc3c(cc2cc1CN(Cc1ccco1)C(=S)NCCCN1CCOCC1)OCCO3 | 0.8 | 14 | 0.4 | -15 | 0 | -11 | 11 | -2 | -13
Cc1nn(CC(O)Cn2c3c(c4ccccc42)CCN(C)C3=O)c(C)c1Br (configuration not stated) | 2.4 | 10 | -0.8 | -22 | 11 | -4 | 8 | 7 | -1
Cc1ccc(NC(=O)CN(C)C(=O)/C=C/c2cccs2)cc1 | 0.1 | 14 | 0.0 | 3 | 0 | 0 | -10 | -9 | -6
COC(=O)C1C(c2ccccc2)C=CC(c2ccccc2)C1C(=O)O (configuration not stated) | 0.5 | -18 | 1.0 | 15 | -1 | -4 | 2 | 4 | -2
O=C(NCCC(=O)N1CCN(Cc2c(F)cccc2Cl)CC1)c1ccc(Cl)cc1 | 0.4 | -8 | 1.1 | -25 | 3 | -3 | 16 | -4 | 0
CN(Cc1ccccc1)C(=O)c1cccc(NC(=O)Cc2ccc(NC(=O)C3CCN(C(=O)c4ccccc4)CC3)cc2)c1 | 0.7 | 6 | . | . | 3 | . | 10 | 1 | -11
CC(C)N(C(=O)Cn1cc(S(=O)(=O)CC(=O)NC2CCCCC2)c2ccccc21)C(C)C | -0.3 | -15 | -0.1 | -11 | 2 | 6 | -4 | -7 | -5
CCOC(=O)/C(C#N)=C/c1c(N2CCN(CC)CC2)nc2c(C)cccn2c1=O | 1.0 | 13 | 0.3 | -6 | 0 | -11 | -5 | -17 | -9
CN(C1=NS(=O)(=O)c2ccccc21)c1ccc(OC(=O)c2ccccc2)cc1 | 0.7 | 4 | 2.3 | 0 | -2 | -4 | 20 | -11 | -2
Cc1cc(=O)oc2c(C)c(OCC(=O)NC3CCN(Cc4ccccc4)CC3)ccc12 | -0.1 | 4 | 1.1 | -19 | 0 | -1 | -10 | -4 | -5
CCOC(=O)CC1CCCCN1Cc1cn(C)nc1-c1ccc2c(c1)OCCO2 (configuration not stated) | -0.2 | 9 | 0.9 | -18 | 8 | -19 | 21 | -10 | -14
Cc1cccc(S(=O)(=O)NC(=O)C2(C)CCN2C(=O)c2ccc(C3CCCCC3)cc2)c1 (configuration not stated) | 0.1 | 2 | . | . | 2 | . | -25 | 4 | 0
COc1ccc(C(=O)Nc2ccc(S(=O)(=O)N3CCN(C)CC3)cc2)cc1[N+](=O)[O-] | 0.5 | 10 | -0.1 | -3 | 3 | -6 | 4 | 2 | -8
COc1cccc2cc(C(=O)N3CCN(c4ccccc4F)CC3)c(=O)oc12 | 0.6 | 19 | -0.1 | -13 | 0 | -6 | 0 | -7 | -3
CCOc1ccc(NC(=O)C(=O)NCCN2CCN(S(=O)(=O)c3ccccc3)CC2)cc1 | 0.3 | -8 | 1.9 | -8 | 0 | -11 | -13 | -3 | -6
CC1CN(S(=O)(=O)c2cccc(C(=O)NCc3ccc4c(c3)OCO4)c2)CC(C)O1 (configuration not stated) | 1.2 | 8 | 2.9 | -17 | 12 | -11 | -2 | 2 | -3
NC(N)=NS(=O)(=O)c1ccc(NC(=S)NC(=O)/C=C/c2ccco2)cc1 | 0.7 | 19 | -0.1 | 6 | 0 | -9 | 6 | -13 | -6
CN(Cc1ccccc1)C(=O)c1ccccc1NC(=O)C1=CSCCO1 | 1.9 | -20 | 2.3 | -21 | 1 | -7 | 0 | -10 | -2
Cc1ccc(Oc2ccc(C(F)(F)F)cc2[N+](=O)[O-])c([N+](=O)[O-])n1 | -0.3 | 10 | -0.5 | -11 | 1 | -4 | -5 | -8 | -4

Shown comma-delimited: entries from further up
structure,CHO-K1 Ca ag,M1 PAM parental,V1aR counter,CHO parental Ca,TAAR1 agonist,OXTR potentiator,TAAR1 antagonist,CHO-K1 Ca antag,M1 ag
CCOc1ccc(NC(=O)C(=O)NCCN2CCN(S(=O)(=O)c3ccccc3)CC2)cc1,0.3,-8,1.9,-8,0,-11,-13,-3,-6
CC1CN(S(=O)(=O)c2cccc(C(=O)NCc3ccc4c(c3)OCO4)c2)CC(C)O1 (configuration not stated),1.2,8,2.9,-17,12,-11,-2,2,-3
NC(N)=NS(=O)(=O)c1ccc(NC(=S)NC(=O)/C=C/c2ccco2)cc1,0.7,19,-0.1,6,0,-9,6,-13,-6
CN(Cc1ccccc1)C(=O)c1ccccc1NC(=O)C1=CSCCO1,1.9,-20,2.3,-21,1,-7,0,-10,-2
Cc1ccc(Oc2ccc(C(F)(F)F)cc2[N+](=O)[O-])c([N+](=O)[O-])n1,-0.3,10,-0.5,-11,1,-4,-5,-8,-4

Assay outcomes deposited in PubChem BioAssay by The Scripps Research Institute Molecular Screening Center.
